From PubChem
STK33 inh = inhibitors of purified STK33 kinase, primary screen, biochemical, ADP-Glo luminescence, homogeneous, cell-free. MBP phosphorylation. inhibition, % at 10 µM. Serine/threonine-protein kinase 33 (Homo sapiens), Q9BYT3. 0.073% of 320,000 active;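 active = inhibition at or above 25%, using the most active replicate where run in duplicate; inactive = inhibition below 25%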
Target sequence (Q9BYT3 whole entry, looked up): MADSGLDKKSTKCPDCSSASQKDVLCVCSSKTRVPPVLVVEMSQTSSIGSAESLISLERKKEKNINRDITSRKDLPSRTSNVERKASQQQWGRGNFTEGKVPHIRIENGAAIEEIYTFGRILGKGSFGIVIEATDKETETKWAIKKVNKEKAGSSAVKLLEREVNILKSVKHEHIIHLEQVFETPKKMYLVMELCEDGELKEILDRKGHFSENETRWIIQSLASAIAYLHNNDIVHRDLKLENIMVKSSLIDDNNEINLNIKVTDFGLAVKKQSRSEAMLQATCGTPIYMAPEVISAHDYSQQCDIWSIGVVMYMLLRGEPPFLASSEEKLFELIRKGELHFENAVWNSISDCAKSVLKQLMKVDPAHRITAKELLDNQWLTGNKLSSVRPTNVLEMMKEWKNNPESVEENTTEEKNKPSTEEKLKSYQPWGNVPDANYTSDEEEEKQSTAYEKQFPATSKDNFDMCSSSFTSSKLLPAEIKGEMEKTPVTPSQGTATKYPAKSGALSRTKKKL
CHT inh = inhibitors of human choline transporter CHT | 0.86% of 310,000 active | CHT-expressing cells, membrane potential dye, choline response; hits give low values | High affinity choline transporter 1 (Homo sapiens), Q9GZV3 | B-score at 10 µM | AID 488975, 2010;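 active = B-score over 3 SD under the library average, and starting fluorescence ratio not unusually high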;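 note: choline stimulus applied at its EC90 after an EC20 pre-addition; B-score computed on integrated fluorescence ratio after choline addition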
Target sequence (Q9GZV3 whole entry, looked up): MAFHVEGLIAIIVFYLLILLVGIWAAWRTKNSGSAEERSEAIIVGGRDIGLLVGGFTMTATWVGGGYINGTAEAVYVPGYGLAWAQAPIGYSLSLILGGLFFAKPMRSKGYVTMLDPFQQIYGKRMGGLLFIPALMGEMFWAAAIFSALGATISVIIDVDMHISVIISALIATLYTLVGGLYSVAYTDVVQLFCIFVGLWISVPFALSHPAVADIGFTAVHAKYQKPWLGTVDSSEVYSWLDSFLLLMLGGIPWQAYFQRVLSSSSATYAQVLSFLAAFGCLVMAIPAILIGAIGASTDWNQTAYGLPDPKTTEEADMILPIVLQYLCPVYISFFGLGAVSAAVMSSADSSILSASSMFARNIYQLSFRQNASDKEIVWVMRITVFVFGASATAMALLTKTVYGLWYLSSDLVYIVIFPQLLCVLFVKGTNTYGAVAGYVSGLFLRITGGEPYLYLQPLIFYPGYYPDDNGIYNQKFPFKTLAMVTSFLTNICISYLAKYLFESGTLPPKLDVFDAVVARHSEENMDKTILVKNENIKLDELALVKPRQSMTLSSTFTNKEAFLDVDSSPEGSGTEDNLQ
CHT allo act = CHT positive allosteric modulators, primary screen, cell-based, membrane potential dye, choline EC20; B-score at 10 µM; AID 488977, 2010; High affinity choline transporter 1 (Homo sapiens), Q9GZV3; 0.49% of 310,000 active; CHT-expressing cells; hits give high values; LV-AA mutant CHT in HEK293 cells;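 active = initial fluorescence not abnormally high and integrated response B-score, plate-corrected, over 3 SD above library mean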
* hit, by the source's call; i = inactive; / = no result given. Hits appear at their usual frequency; overall some 1.5% were active at least once.

SMILES | STK33 inh | CHT inh | CHT allo act
CCc1ccc(OCC(=O)N(CC)CC)cc1 | -1.0 | i | i
CC(=O)Oc1ccc2c(=O)c(Oc3ccccc3)c(C)oc2c1OC(C)=O | -2.7 | i | i
COc1ccccc1-n1c(CNC(=O)c2ccc(S(=O)(=O)N3CCOCC3)cc2)n[nH]c1=S | -0.3 | i | i
CCC(C)(C)NC(=O)C1CCC(CNS(=O)(=O)c2cccc3nsnc23)CC1 (stereo not given) | -1.6 | i | i
C1=C(c2ccccc2)CCN(c2ncnc3nc[nH]c23)C1 | 3.8 | i | i
CCN(C(=O)COC(=O)c1ccc(OCc2c(C)noc2C)cc1)c1ccccc1 | -1.0 | i | i
COc1ccc2cc3c(N)nn(C(=O)c4cccc([N+](=O)[O-])c4)c3nc2c1 | 0.9 | i | i
CCc1nnc(NC(=O)CN2CCN(Cc3ccc(F)cc3)CC2)s1 | -3.8 | i | i
Cc1cc(-c2nnc(CCC(=O)NC(c3ccccc3)c3ccccc3)o2)no1 | -0.8 | i | i
Cc1ccc(S(=O)(=O)N(C)C)cc1NC(=O)CCCNC(=O)c1ccc(Cl)cc1 | -0.7 | i | i
O=C1C2C3C=CC(CC3)C2C(=O)N1/N=C/c1c(O)ccc2ccccc12 (stereo not given) | -0.3 | i | i
CCOCCCNC(=O)c1ccc(C2SCC(=O)N2Cc2ccccc2)cc1 (stereo not given) | -1.2 | i | i
CCCS(=O)(=O)N1CCN(S(=O)(=O)c2ccccc2)CC1 | -0.1 | i | i
Cc1ccc(OCCn2c(=O)n(C)c3ccccc32)cc1 | 1.2 | i | i
CCOC(=O)C1(Cc2cccc(Cl)c2)CCCN(C(=O)c2c(CC)noc2C)C1 (stereo not given) | -2.0 | i | i
Cc1csc2c(SCC(=O)NNS(=O)(=O)c3cccc(C(F)(F)F)c3)ncnc12 | -0.9 | i | i
CCCn1c2ccccc2c2cnn(CC(=O)NC3CCCCC3C)c(=O)c21 (stereo not given) | 0.7 | i | i
CN(C(=O)CN1C(=O)S/C(=C\c2cccc(Cl)c2)C1=O)C1CCS(=O)(=O)C1 (stereo not given) | 6.3 | i | i
O=[N+]([O-])c1ccc(CSc2nnc(Cc3ccccc3)n2-c2ccc(F)cc2)cc1 | 0.1 | i | i
C/C(=N\OCC(=O)Nc1ccc2c(c1)OCCO2)c1ccc2c(c1)OCCO2 | -1.8 | i | i

Quoted at random: 6 records from the list, in no set order.
SMILES | STK33 inh | CHT inh | CHT allo act
CCOC(=O)C1(Cc2cccc(Cl)c2)CCCN(C(=O)c2c(CC)noc2C)C1 (stereo not given) | -2.0 | i | i
CCN(C(=O)COC(=O)c1ccc(OCc2c(C)noc2C)cc1)c1ccccc1 | -1.0 | i | i
Cc1cc(-c2nnc(CCC(=O)NC(c3ccccc3)c3ccccc3)o2)no1 | -0.8 | i | i
COc1ccccc1-n1c(CNC(=O)c2ccc(S(=O)(=O)N3CCOCC3)cc2)n[nH]c1=S | -0.3 | i | i
CCCn1c2ccccc2c2cnn(CC(=O)NC3CCCCC3C)c(=O)c21 (stereo not given) | 0.7 | i | i
O=C1C2C3C=CC(CC3)C2C(=O)N1/N=C/c1c(O)ccc2ccccc12 (stereo not given) | -0.3 | i | i

(list continues)
SMILES | STK33 inh | CHT inh | CHT allo act
CCOC(=O)n1c(=O)n(Cc2cccc(F)c2)c2ccccc21 | 0.3 | i | i
CCOC(=O)c1c(C)nc2c(c1-c1ccc(OC)c(OC)c1)C(=O)c1ccccc1-2 | 6.0 | i | i
CN1Cc2cc(C(=O)c3cc(Cl)cc(CSc4ncccn4)c3O)cnc2NC1=O | -1.7 | i | 7.01*
Cc1cccc(C(=O)NNC(=O)c2ccccc2[N+](=O)[O-])c1 | -0.6 | i | i
CCCn1nc(NC(=O)c2cccs2)c2cc3ccc(C)cc3nc21 | -0.5 | i | i
CC(=O)NNS(=O)(=O)c1ccc(-c2cc(C(F)(F)F)n(C)n2)s1 | 0.6 | i | i
Nc1ccc(-c2nc3cc(N)ccc3s2)cc1 | 0.4 | i | i
COc1cccc(/C=C2\SC(=O)N(CC(=O)NCCCn3ccnc3)C2=O)c1 | -1.1 | i | i
O=C(c1ccc2c(c1)OCO2)N1CCC2(CC1)Oc1ccc(Cl)cc1C(=O)C21CC(c2cccnc2)=NO1 (stereo not given) | -0.3 | i | i
COc1ccc(NC(=O)C(C)NS(=O)(=O)c2ccc(NC(C)=O)cc2)cc1Cl (stereo not given) | 0.0 | i | i
CCN(C(=O)COC(=O)c1cc(-c2cccs2)nc2ccccc12)C1CCS(=O)(=O)C1 (stereo not given) | 1.0 | i | i
O=C1/C(=N/n2cnnc2)c2ccccc2N1Cc1ccccc1 | -3.4 | i | i
COc1ccc(-c2nn(-c3ccccc3)cc2/C=N/NC(=S)NC(C)C)cc1OC | -1.0 | i | i
COC(=O)c1ccc(OC(=O)C23CCC(C)(C(=O)O2)C3(C)C)cc1 (stereo not given) | 1.0 | i | i
O=C(N/N=C/c1ccc(OC(=O)c2ccccc2)cc1)c1cccnc1 | -0.3 | i | i
Fc1ccc(N/N=C/c2cccnc2)c(F)c1 | -0.9 | i | i
O=C(O)CCNc1cc(N2CCN(C(=O)c3ccco3)CC2)c2noc3c2c1C(=O)c1ccccc1-3 | 21.0 | i | i
COc1ccccc1NC(=O)CSc1c2c(nc3ccccc13)CCC2 | 0.0 | i | i
COCc1cc(C)nc2sc(C(=O)N3CCCC3)c(N)c12 | 1.3 | i | i
O=C(COC(=O)c1cc(S(=O)(=O)N2CCCC2)ccc1O)Nc1ccc(S(=O)(=O)N2CCOCC2)cc1 | 0.0 | i | i
COc1ccccc1N(Cc1cc(=O)[nH]c2ccccc12)C(=O)c1cccc([N+](=O)[O-])c1 | / | i | i
O=C(C(=O)N1CCCc2ccccc21)N1CCCc2ccccc21 | -0.3 | i | i
O=C(CN1C(=O)NC2(CCCCCCC2)C1=O)N1CCc2ccccc2C1 | -0.6 | i | i
CC(=O)NNc1cc(=O)c2c(=O)n(C)c(=O)n(C)c2[nH]1 | 1.3 | i | i
Cc1cc(Br)cc2c(C(=O)Nc3c(C)n(C)n(-c4ccccc4)c3=O)cc(-c3cccs3)nc12 | -0.9 | i | i
CNC(=S)NCCc1c[nH]c2ccc(OC)cc12 | -0.1 | i | i
O=C(N/C=C\n1cnc2cc(C(F)(F)F)ccc21)c1ccc([N+](=O)[O-])cc1 | -1.0 | i | i
Cc1ncc(CO)c(/C=N/NC(=S)Nc2ccc(C(C)C)cc2)c1O | -1.6 | i | i
Cc1ccn2cc(CSc3ccccc3)nc2c1 | -0.9 | i | i
COCCNC(=O)c1cn(CCOC)c(=O)c2c1c1ccccc1n2C | -0.7 | i | i
COc1cc(C(=O)NCCC(=O)NCCc2ccc(Cl)cc2)cc(OC)c1OC | -1.0 | i | i
Cc1nc(S/C(C(=O)O)=C2/C(=O)Nc3ccccc32)n[nH]1 | 9.3 | i | i
CC1CCN(C(=O)c2scc3c2OCCO3)CC1 | -0.2 | i | i
O=C(CN1CCN(Cc2ccc(Cl)cc2)CC1)N/N=C/c1ccccc1F | -0.5 | i | i
S=C1NC(c2ccccc2)=NCN1c1ccc(Cl)cc1 | -0.3 | i | i
COc1ccccc1NC(=O)CSc1nnnn1-c1ccccc1OC | -0.9 | i | i
NS(=O)(=O)c1cccc(NC(=O)COC(=O)/C(=C/c2cccs2)c2cccs2)c1 | 0.4 | i | i
COc1cc(NS(=O)(=O)c2ccc(NC(C)=O)cc2)cc(OC)c1 | 0.3 | i | i
Cc1cccc(/C=C2/Sc3ccc(C(=O)N4CCOCC4)cc3NC2=O)c1 | 14.1 | i | i
CC(=O)NCCC(=O)Nc1cc(S(=O)(=O)N2CCOCC2)ccc1Oc1ccc(F)cc1 | -2.1 | i | i

Arranged by molecular weight (lowest first): four of the compounds above
SMILES | STK33 inh | CHT inh | CHT allo act
O=C(CN1C(=O)NC2(CCCCCCC2)C1=O)N1CCc2ccccc2C1 | -0.6 | i | i
Cc1cccc(/C=C2/Sc3ccc(C(=O)N4CCOCC4)cc3NC2=O)c1 | 14.1 | i | i
NS(=O)(=O)c1cccc(NC(=O)COC(=O)/C(=C/c2cccs2)c2cccs2)c1 | 0.4 | i | i
CC(=O)NCCC(=O)Nc1cc(S(=O)(=O)N2CCOCC2)ccc1Oc1ccc(F)cc1 | -2.1 | i | i

New compounds follow.
SMILES | STK33 inh | CHT inh | CHT allo act
COc1ccc(/C=C2\SC(=S)N(CC(=O)NNC(=O)c3ccncc3)C2=O)cc1 | -0.2 | i | i
COc1ccccc1NC(=O)C1CCCN(S(=O)(=O)c2c(C)noc2C)C1 (stereo not given) | 0.7 | i | i
COc1cccc(N(C(=O)C2COc3ccccc3O2)C(C(=O)NC2CCCCC2)c2ccc(O)cc2)c1 (stereo not given) | -0.7 | i | i
O=C(NC(=Nc1nc2ccccc2o1)NC(=O)c1ccccc1)c1ccccc1 | / | i | i
COc1cc(CNc2ccc(NC(C)=O)cc2)ccc1OCc1ccccc1C | -0.6 | i | i
CCN1CCc2c(sc(NC(=O)Cc3ccccc3)c2C(N)=O)C1 | -0.3 | i | i
CCc1ccc2nc(NC(=O)CSCc3c(C)noc3C)sc2c1 | 2.0 | i | i
CN1CCN(NC(=O)c2cc(-c3ccc(Br)s3)nc3ccccc23)CC1 | 0.1 | i | i
C/C(=N\Nc1ccc([N+](=O)[O-])cc1)c1ccco1 | -1.1 | i | i
O=C(Nc1cccn(Cc2cccc(F)c2)c1=O)NC1CCCCC1 | 0.5 | i | i
O=C(COc1ccccc1)N1N=C(c2cccnc2)CC1(O)C(F)(F)F (stereo not given) | -0.8 | i | i
CC1CCCC(C)N1C(=O)c1cc(-c2ccc(Cl)c(Cl)c2)on1 (stereo not given) | 1.5 | i | i
O=C(NCc1cccs1)[C@@H]1CSC2c3ccccc3C(=O)N21 (stereo not given in full) | -1.4 | i | i
O=C(Nc1ccccc1C(=O)N1CCOCC1)c1ccc(Br)cc1 | -0.2 | i | i
CCOc1ccc(C(=O)Nc2ccccc2C#N)cc1[N+](=O)[O-] | -0.5 | i | i
Cc1ccc(S(=O)(=O)NCc2csc(C)n2)cc1 | 5.9 | i | i
COc1cc(/C=C/C(=O)OC(C)C(=O)Nc2c(C)n(C)n(-c3ccccc3)c2=O)ccc1OCC#N (stereo not given) | -0.9 | i | i
CCN(CC)C(=O)Cn1ncc2c1-c1ccccc1OC2 | 0.3 | i | i
CCc1ccccc1NC(=O)c1onc(C)c1Cl | 1.1 | i | i
CCOCCCNC(=O)C(c1ccccc1)N(Cc1ccc2c(c1)OCO2)C(=O)CNC(C)=O (stereo not given) | -1.5 | i | i
CCN1CCN(Cc2c(C)[nH]c3ccc(C(=O)OC)cc3c2=O)CC1 | -1.4 | i | i
COc1ccc(C2/C(=C(/O)c3ccc(OC(C)C)cc3)C(=O)C(=O)N2CCCN2CCOCC2)cc1 (stereo not given) | -0.9 | i | i
Cc1ccc(F)cc1NC(=O)N1CCCN(C(=O)OC(C)(C)C)CC1 | 0.1 | i | i
CSc1nc(=O)n(-c2ccccc2)c(C)c1C(C)=O | -0.4 | i | i
Cc1ccc(NC(=O)Nc2ncccc2C)cc1 | -0.8 | i | i
Cc1ccc(O)c(CO)n1 | 0.1 | i | i
CN(C)c1ccc(/C=N\NC(=O)c2csnn2)cc1 | 0.0 | i | i
O=C(Cc1ccc(Cl)cc1)Oc1cccc2cccnc12 | 0.4 | i | i
C[C@@H]1C=C(C(=O)NCc2nc3ccccc3[nH]2)O[C@H](OCc2ccc(CO)cc2)C1 | -1.4 | i | i
CCCc1nc(SCC(=O)c2ccc(OC)cc2)c2ccccc2n1 | -1.6 | i | i
O=C(Cc1ccc2c(c1)CCCC2)Nc1ccccc1Br | -0.9 | i | i
O=C(OCN1C(=O)c2ccccc2C1=O)/C(=C\c1ccco1)NC(=O)c1ccccc1 | -1.6 | i | i
O=C(c1ccco1)N1CCN(C(=O)c2cc3c(=O)oc4ccccc4c3s2)CC1 | -2.0 | i | i
CC(=O)Nc1ccc(S(=O)(=O)Nc2ccc(C)c([N+](=O)[O-])c2)cc1 | 0.3 | i | i
CN(CC1CCCN(CCc2cccc(C(F)(F)F)c2)C1)C(=O)c1ccc2nc[nH]c2c1 (stereo not given) | -0.1 | i | i
CCCCc1nc2ccccc2c(NC(=O)CN(CC)CC)c1CCC | -0.1 | i | i
NN=C(c1ccccc1)c1ccccc1 | -0.9 | i | i
O=C(COC(=O)C12CC3CC(CC(C3)C1)C2)Nc1ccc([N+](=O)[O-])cc1Br | 0.0 | i | i
Cn1c(=O)n(C)c2cc(S(=O)(=O)N3CCCc4ccccc43)ccc21 | 0.3 | i | i
COC(=O)C1=C(C)n2nnnc2NC1c1cc2ccccc2o1 (stereo not given) | -0.1 | i | i
COc1cccc(NC(=O)CN(C)C(=O)c2ccc(OCc3ccccc3)c(OC)c2)c1 | -0.3 | i | i
Fc1cccc2ncnc(OCc3ccccc3)c12 | 1.4 | i | i
COc1ccc(CCNCc2ccc(OCC(=O)N3CCCCC3)c(OC)c2)cc1OC | -0.5 | i | i
CC1(C)OC(c2ccccc2)=C/C(=C/C=N/NC(=O)c2ccncc2)O1 | 0.4 | i | i

Given comma-delimited: part of the list above.
smiles,STK33 inh,CHT inh,CHT allo act
COc1cccc(NC(=O)CN(C)C(=O)c2ccc(OCc3ccccc3)c(OC)c2)c1,-0.3,i,i
COc1ccc(CCNCc2ccc(OCC(=O)N3CCCCC3)c(OC)c2)cc1OC,-0.5,i,i
Fc1cccc2ncnc(OCc3ccccc3)c12,1.4,i,i
